Vif-A3F inh – qHTS for Inhibitors of Vif-A3F Interactions: qHTS. HeLa A3F-eYFP + Vif (tagged APOBEC3F with the HIV-1 protein that degrades it), YFP fluorescence increase. Potency, µM (titrated, usually from 46.1 µM), inactives show at the highest dose activity, negative = active. 0.2% of 390,000 active. AID 602313, 2012; note: potency is the fitted concentration of half-maximal effect; % of control where 0% means no effect; nearly all actives have a fitted effect of over 65% in size
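HeLa cells stably expressing Vif plus C-terminally eYFP-tagged A3F were seeded, incubated overnight at 37 deg C, dosed with compound, incubated overnight again at 37 deg C. Yellow fluorescence (Ex 488/Em 500-530) reported blocked Vif-mediated A3F-eYFP degradation.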
Vif-APOBEC3G blk – qHTS for Inhibitors of Vif-A3G Interactions: qHTS. DNA dC->dU-editing enzyme APOBEC-3G (Homo sapiens), Q9HC16. Potency, µM (doses to about 46.1 µM), without a hit: top-dose activity, negative = active, usual class: inhibitors. HeLa A3G-eYFP + Vif (tagged APOBEC3G with the HIV-1 protein that degrades it), YFP fluorescence, overnight. 0.076% of 410,000 active;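 note: potency is the fitted concentration of half-maximal effect; % is set by controls: 0 for no effect and ±100 for the full control effect; nearly all actives have a fitted effect of over 60% in size; hits raise eYFP signal because A3G escapes Vif-driven loss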
Target sequence (Q9HC16 whole entry, looked up): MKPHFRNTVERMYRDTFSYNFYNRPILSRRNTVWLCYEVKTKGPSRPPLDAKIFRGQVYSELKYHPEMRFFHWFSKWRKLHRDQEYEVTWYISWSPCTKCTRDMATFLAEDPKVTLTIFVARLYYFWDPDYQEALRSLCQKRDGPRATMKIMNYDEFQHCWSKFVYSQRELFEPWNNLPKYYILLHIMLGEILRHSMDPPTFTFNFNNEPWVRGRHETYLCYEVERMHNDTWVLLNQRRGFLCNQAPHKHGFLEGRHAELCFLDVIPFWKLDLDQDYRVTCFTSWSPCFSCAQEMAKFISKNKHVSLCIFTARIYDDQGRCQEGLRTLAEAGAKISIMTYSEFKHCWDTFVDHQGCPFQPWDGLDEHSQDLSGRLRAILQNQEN
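HeLa cells stably expressing Vif and C-terminally eYFP-tagged A3G, seeded overnight at 37 deg C, then exposed to compound by pintool overnight at 37 deg C. Rise in yellow fluorescence (Ex 488/Em 500-530, Acumen) marks blocked Vif-driven A3G degradation.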
mIDH1 inhibitor – qHTS for Inhibitors of mutant isocitrate dehydrogenase 1 (IDH1): qHTS | 0.093% of 390,000 active | AID 602179, 2012 | Isocitrate dehydrogenase [NADP] cytoplasmic (Homo sapiens), O75874 | Potency, µM (top dose mostly 76.6 µM), for the others: at the top dose activity change, negative = inhibition, usual class: inhibitors | IDH1-R132H enzyme, NADPH consumption, diaphorase/resazurin fluorescence; note: potency is the fitted concentration of half-maximal effect; % is set by controls: 0 for no effect and ±100 for the full control effect; nearly all actives have a fitted effect of over 65% in size
Target sequence (O75874 whole entry R132H, stated change not applied): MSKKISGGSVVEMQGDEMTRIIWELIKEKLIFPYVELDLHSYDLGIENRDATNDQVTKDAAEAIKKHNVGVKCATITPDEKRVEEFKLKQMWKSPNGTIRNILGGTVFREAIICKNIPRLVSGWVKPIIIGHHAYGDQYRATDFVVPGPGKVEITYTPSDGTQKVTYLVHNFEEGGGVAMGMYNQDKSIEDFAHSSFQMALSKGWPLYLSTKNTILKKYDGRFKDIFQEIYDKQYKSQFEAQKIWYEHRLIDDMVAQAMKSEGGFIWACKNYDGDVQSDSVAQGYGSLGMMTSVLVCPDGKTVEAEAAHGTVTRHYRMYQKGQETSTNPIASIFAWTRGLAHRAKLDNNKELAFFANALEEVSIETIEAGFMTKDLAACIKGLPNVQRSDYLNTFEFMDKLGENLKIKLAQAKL
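IDH1-R132H (0.5 ug/mL) preincubated 30 min with compound, then NADPH (0.016 mM) and alpha-KG (2 mM) added; 80 min at RT, pH 7.5. Remaining NADPH coupled via diaphorase/resazurin to fluorescence (540/590 nm); concentration-response curves normalized to no-enzyme control.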
PI4K2A block – qHTS for small molecular inhibitors of PI4K2A. AID 1346378, 2018. activity change, negative = inhibition, % at 76.9 µM. 0.13% of 420,000 active. purified PI4K2A, ADP-Glo luminescence, 1 h; stronger effect = lower value; in the data active = activity change below about -50%; inconclusive = mostly about -30% to -49%;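 note: -100% = wells without enzyme as full effect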
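Compounds are screened against recombinant PI4K2A using PI as substrate and ATP, the latter dispensed at 300 microM. Reactions run one hour at ambient temperature before ADP-Glo detection; full inhibition defined by wells lacking enzyme.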
TrxR1 substrate – qHTS Assay for Substrates of Mammalian Selenoprotein Thioredoxin Reductase 1 (TrxR1): qHTS. Potency, µM (titrated, usually from 114 µM), for inactives: at the top dose activity change, negative = substrate turnover. 0.01% of 390,000 active. Thioredoxin reductase 1, cytoplasmic (Rattus norvegicus), O89049. purified TrxR1 substrate turnover, NADPH consumption readout; note: potency is the fitted concentration of half-maximal effect; % is set by controls: 0 for no effect and ±100 for the full control effect; nearly all actives have a fitted effect of over 50% in size
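Rat TrxR1, dispensed at 90 nM, was prereduced with 400 uM NADPH (final) for 5 min at ~22 deg C, then incubated with compound 15 min before 400 uM selenite. A first-read NADPH fluorescence drop versus no-compound background flagged substrates.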
LDHA inh – qHTS assay for inhibitors of human lactate dehydrogenase. L-lactate dehydrogenase A chain (Homo sapiens), P00338. purified LDHA, NADH/diaphorase-resazurin fluorescence; stronger effect = lower value. activity change, % (values are at about 110 or 230 µM). 0.15% of 480,000 active. AID 1347041, 2019; in the data active = activity change below about -30%; inconclusive = mostly about -25% to -30%;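 note: plate controls were DMSO wells for no effect and wells without enzyme for full effect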
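Resorufin fluorescence (ex540/em590), read at 0 and 20 min after diaphorase/resazurin addition, reports the NADH left after a 5 min room-temperature reaction of 2 nM human LDH5 with 0.06 mM NADH and 0.2 mM pyruvate.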
GRP78 ERSR act – qHTS for Inducers of the Endoplasmic Reticulum Stress Response (ERSR) in Human Glioma: qHTS; U87-MG GRP78 promoter luciferase reporter, 16 h; Potency, µM, without a hit: at the highest dose activation, hits mostly activators; AID 602332, 2012; 0.02% of 420,000 active; note: potency is the fitted concentration of half-maximal effect; series mostly up to about 76 µM; % of control where 0% means no effect; nearly all actives have a fitted effect of over 35% in size
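Stably transfected U87-MG human glioma cells carrying a GRP78-based luminescent sensor were seeded at 1000 cells/well, pin-dosed with compounds and incubated 16 h. Luciferase reagent was then added, and end-point luminescence was read after 10 min at room temperature.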
RXFP1 ag – qHTS Assay for Agonists of the Relaxin Receptor RXFP1; Relaxin receptor 1 (Homo sapiens), Q9HBX9; HEK293T-RXFP1 cAMP TR-FRET, 30 min; response scale: percent of porcine relaxin response, buffer zero; Potency, µM (top dose mostly 57.5 µM), for the others: at the highest dose activation, usual class: activators; 0.3% of 370,000 active; AID 2676, 2010; note: potency is the fitted concentration of half-maximal effect; % is set by controls: 0 for no effect and ±100 for the full control effect; nearly all actives have a fitted effect of over 60% in size; many of its hits are not listed in these tables
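HEK293T cells stably expressing RXFP1 were pretreated with the PDE4 inhibitor Ro 20174, exposed to compounds for 30 min at 37C, lysed, and cAMP was read by TR-FRET. Data normalized to buffer (basal) and 29 nM porcine relaxin (100%).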
USP1-UAF1 inh – Inhibitors of USP1/UAF1: Primary Screen. Ubiquitin carboxyl-terminal hydrolase 1 (Homo sapiens), O94782. recombinant USP1/UAF1, Ub-Rhodamine cleavage fluorescence. Potency, µM (highest dose often 57.1 µM), for inactives: top-dose activity change, negative = inhibition, hits mostly inhibitors. 0.23% of 390,000 active. AID 743255, 2014; note: potency is the fitted concentration of half-maximal effect; % is set by controls: 0 for no effect and ±100 for the full control effect; nearly all actives have a fitted effect of over 60% in size; inactives centre near -12
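USP1/UAF1 complex (1 nM) preincubated 15 min at room temperature with compound, then Ub-Rho substrate (150 nM final) added. Kinetic fluorescence at 480/540 nm over 6 reads at 60 s intervals; 50 mM HEPES pH 7.8, 0.5 mM EDTA, 0.1 mg/ml BSA, 1 mM TCEP, 0.01% Tween-20.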
* hit, by the source's call; u = inconclusive; x = not tested or not shown; & = joins results of further samples; [ ] = another dose, or the depositor's remark. Unless noted, calls come from the whole dose curve; as a rule, active = well fitted curve in the direction sought with a large enough effect; inconclusive = small, poorly fitted or top-dose-only effect, or another doubt; inactive = no such curve, though single readings can be large; an effect the other way counts as inactive or inconclusive. Not all compounds are listed; rates above refer to the full screens.

Each structure is followed by: Vif-A3F inh, Vif-APOBEC3G blk, mIDH1 inhibitor, PI4K2A block, TrxR1 substrate, LDHA inh, GRP78 ERSR act, RXFP1 ag, USP1-UAF1 inh
COc1ccc(NC(=O)Nc2ccc3c(c2)C(=O)N([C@H](C)CO)C[C@H](C)[C@@H](CN(C)C(=O)NC(C)C)O3)cc1
  0%, 5%, -12%, -2, 3%[57.1 µM], -2, 0%, x, -11%
CCN(C(=O)COC(=O)c1c(-c2ccccc2)noc1C)C1CCS(=O)(=O)C1 (centres undefined)
  -2%, 4%, 3%, 0, -1%, -3, -2%, 2.9%, 1%
Cc1sc2ncn(CC(=O)NCC(=O)N(C)Cc3ccccc3)c(=O)c2c1C
  -4%, 0%, 1%, 3, 7%, -1, -3%, 4.1%, -13%
CCN1CCN(C(=O)/C=C/c2ccc([N+](=O)[O-])cc2)CC1
  -13%, -1%, 6%, 4, 10%[57.1 µM], -4, -4%, 0.5%, 1%
O=C(CSc1ccccc1)Nc1cc(S(=O)(=O)N2CCOCC2)ccc1N1CCOCC1
  0%, -1%, 8%, -4, 0%, 1, 2%, -1.8%, -26%
CCOC(=O)CN1C(=O)CC(c2ccc([N+](=O)[O-])cc2)C1=O (centres undefined)
  3%, 0%, -4%, -2, 0%, 3, 4%, -2.2%, -8%
COc1ccc(CCN2Cc3c(cccc3[N+](=O)[O-])C2=O)cc1OC
  1%, 1%, -2%, 3, -4%, -5, -3%, 7.7%, -13%
NC(c1csc(Nc2cc(NCc3ccco3)ncn2)n1)c1ccccc1Cl (centres undefined)
  x, -3%, x, -4, x, -8, -4%, x, x
COC(=O)C1C(=O)C2=C(CC1C)NC(C)=C(C(=O)OCc1ccc(OC)cc1)C2c1ccc(C)o1 (centres undefined)
  -1%, -1%, 0%, -9, -7%, 8, -4%, 2.6%, -8%
CCOC(=O)C1=C(CNCc2ccc(F)cc2)NC(=O)NC1c1cccc([N+](=O)[O-])c1 (centres undefined)
  -2%, 0%, 0%, 4, 9%, 5, 0%, 10%, -8%
Cc1cccc(C)c1Nc1c(-c2ccccc2O)nc2ncccn12
  0%&-1%, -3%&-2%, 7%&0%, 4&-3, 2%&1%, 3&-4, 3%&-1%, -1.1%&0.3%, -13%&-9%
CC(NC(=O)c1ccc(C(=O)c2ccccc2)cc1)c1ccc(S(N)(=O)=O)cc1 (centres undefined)
  -5%, -2%, -4%, 3, -6%[57.1 µM], -16, -2%, -0.4%, -4%
O=C(CNC(=O)c1ccco1)OCC(=O)c1ccc(Cl)cc1Cl
  -12%, -6%, 0%, -1, 82%[activator], -6, -5%, 2.7%, -16%
CCn1c(=O)c(C(=O)NCCCc2ccccc2)c(O)c2ccccc21
  1%, 5%, 0%, -3, 13%, -3, -1%, 4.0%, -13%
O=C(NCc1ccc(-c2nc3ccccc3s2)cc1)c1ccco1
  -6%, 1%, 1%, 1, -1%, -10, 3%, 3.2%, -11%
Cc1nn(CC(=O)Nc2ccc3nc4n(c(=O)c3c2)CCCC4)c(C)c1[N+](=O)[O-]
  11%, -3%, -1%, 8, 4%, -3, -2%, 6.9%, -14%
CC(=O)c1ccc(Nc2nc(C(N)c3ccccc3)cs2)cc1 (centres undefined)
  x, -2%, x, 8, x, -8, -1%, x, x
Cc1nc(C)c(C(=O)NCCC(c2ccccc2)c2ccccc2)o1
  -9%, 0%, 1%, 1, 6%[57.1 µM], -6, -1%, -2.3%, -9%
COc1cc(C2c3c(c(C)c(C)oc3=O)Oc3c(C)c(C)oc(=O)c32)ccc1OS(=O)(=O)c1ccc(C)cc1
  0%, 1%, -6%, -3, 10%[57.1 µM], -3, -1%, 2.6%, -2%
COC(=O)c1cccc(S(=O)(=O)N2CCCCC2)c1
  0%, 2%, 12%, 0, 6%, -8, -5%, -0.1%, 4%
CC1Cc2ccccc2N1C(=O)c1cc2cccnc2n(C)c1=O (centres undefined)
  5%, 0%, 2%, 0, -4%[57.1 µM], -7, -2%, 0.6%, -13%
O=C(NCCN1CCCCC1)Nc1cccc(Cl)c1Cl
  13%, -4%, -8%, 7, -2%, -2, -1%, 3.1%, -3%
COc1ccc2c(c1)OC[C@H]1[C@@H]2N2C(=O)CNC(=O)[C@@]2(C)[C@H]1c1ccccc1
  0%, 5%, -4%, 5, 7%[57.1 µM], -7, -2%, -0.1%, -11%
CCn1c(=O)cc(SCC(=O)NCc2cccc(Cl)c2)c2ccccc21
  -11%, -26%, 31%, -2, 9%[2.29 µM], -1, -2%, 3.2%, -6%
O=C(Cc1c(Cl)cccc1Cl)OCc1ccccn1
  u, 0%, 16%, -3, 8%, -3, 4%, 0.9%, -8%
COc1ccc(OCc2cc(C(=O)N3CCN(CC4CC4)CC3)no2)c(Cl)c1
  -21%, -1%, -4%, -6, -6%, -2, 8%, -1.1%, -5%
CCCN1C(=O)c2cc(C(=O)Nc3ccc(OC)cc3OC)ccc2C1Nc1ccc(OC)cc1OC (centres undefined)
  -8%, 0%, 0%, 3, -2%, 5, -3%, 0.0%, -12%
CN(C)c1ccc(NC(=O)COC(=O)CCC(=O)c2ccc(F)cc2)cc1
  1%, 1%, 12%, 4, 5%, 13, -2%, 0.0%, -18%
CCOc1cccc(N2C(=O)CC(NCc3ccc(S(N)(=O)=O)cc3)C2=O)c1 (centres undefined)
  -16%, -4%, 1%, 2, 15%[57.1 µM], -2, 0%, -1.1%, -21%
N#C/C(=C(/O)CSc1n[nH]c(N)n1)c1nc2ccccc2[nH]1
  -9%, 1%, -4%, -3, -4%, 21, 8%, 0.0%, -26%

Compound profiles, as listed above. Order of screens: Vif-A3F inh	Vif-APOBEC3G blk	mIDH1 inhibitor	PI4K2A block	TrxR1 substrate	LDHA inh	GRP78 ERSR act	RXFP1 ag	USP1-UAF1 inh
CC1Cc2ccccc2N1C(=O)c1cc2cccnc2n(C)c1=O (centres undefined) across the screens: 5%	0%	2%	0	-4%[57.1 µM]	-7	-2%	0.6%	-13%
O=C(Cc1c(Cl)cccc1Cl)OCc1ccccn1 across the screens: u	0%	16%	-3	8%	-3	4%	0.9%	-8%
O=C(NCCN1CCCCC1)Nc1cccc(Cl)c1Cl across the screens: 13%	-4%	-8%	7	-2%	-2	-1%	3.1%	-3%
CC(=O)c1ccc(Nc2nc(C(N)c3ccccc3)cs2)cc1 (centres undefined) across the screens: x	-2%	x	8	x	-8	-1%	x	x
COC(=O)c1cccc(S(=O)(=O)N2CCCCC2)c1 across the screens: 0%	2%	12%	0	6%	-8	-5%	-0.1%	4%

The listing continues.
Each structure is followed by: Vif-A3F inh, Vif-APOBEC3G blk, mIDH1 inhibitor, PI4K2A block, TrxR1 substrate, LDHA inh, GRP78 ERSR act, RXFP1 ag, USP1-UAF1 inh
CC(=O)c1cccc(NC(=O)COC(=O)CC2CC3CCC2C3)c1 (centres undefined)
  -12%, 1%, 3%, 8, -4%, -5, -6%, 1.8%, -16%
Cc1cccc(NC(=S)NC(=O)C(c2ccccc2)c2ccccc2)n1
  -11%, -9%, 1%, 6, -6%, -3, -9%, x, -19%
COc1cccc(NC(=O)CNC(=O)[C@@H]2Cc3ccccc3CN2C(=O)OC(C)(C)C)c1
  -6%, 0%, 2%, -1, -1%, -2&6, -1%, 0.0%, -10%
COc1ccc(NS(=O)(=O)c2cccc(C(=O)N(C)Cc3ccc(SC)cc3)c2)cc1
  9%, u, -4%, 1, -5%, 6, -2%, 3.7%, -14%
Cc1ccc(-c2nnc(Nc3cccc(Br)c3)c3ccccc23)cc1S(=O)(=O)NCC1CCCO1 (centres undefined)
  -9%, -5%, -14%, 0, -13%, -14, -1%, 1.3%, -23%
Cc1ccc(NC(=O)CN(C)C(=O)CSc2nnc(N)s2)cc1
  4%, 2%, -2%, 4, -6%, -11, -5%, 2.3%, -10%
COc1ccccc1OCCOc1ccc(C(=O)c2ccccc2)cc1
  -12%, 0%, -1%, -4, -1%, -6, -2%, -1.3%, -20%
Cc1ccc(CS(=O)Cc2ccc(C(=O)N3CCN(c4ccc(F)cc4)CC3)o2)cc1 (centres undefined)
  -4%, 0%, -10%, -3, -3%, -2, 0%, 4.4%, -11%
O=C(NN=Cc1ccccc1Cl)c1ccc(-n2cnnn2)cc1
  1%, -2%, 3%, 5, -6%, -3, -2%, x, -17%
O=C(c1ccccc1)[C@H]1CC=CC[C@H]1C(=O)O
  1%, 1%, 5%, -5, 1%, -2, -2%, -0.1%, -16%

Assay outcomes from PubChem.
